TNAP inh hi DEA = human TNAP enzyme inhibitors, primary screen, biochemical, luminescent, high phosphate acceptor level, uHTS. purified TNAP, CDP-star luminescence, 1 M DEA. inhibition, % at 20 µM. 200,000 compounds, 0.03% hits. AID 1135, 2008;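 active means over 50% inhibition of tissue-nonspecific alkaline phosphatase at 20 µM in the single-dose screen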;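 further: plate controls were DMSO wells for no effect and EDTA-quenched wells as full inhibition for full effect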
Target sequence (P05186 whole entry, looked up): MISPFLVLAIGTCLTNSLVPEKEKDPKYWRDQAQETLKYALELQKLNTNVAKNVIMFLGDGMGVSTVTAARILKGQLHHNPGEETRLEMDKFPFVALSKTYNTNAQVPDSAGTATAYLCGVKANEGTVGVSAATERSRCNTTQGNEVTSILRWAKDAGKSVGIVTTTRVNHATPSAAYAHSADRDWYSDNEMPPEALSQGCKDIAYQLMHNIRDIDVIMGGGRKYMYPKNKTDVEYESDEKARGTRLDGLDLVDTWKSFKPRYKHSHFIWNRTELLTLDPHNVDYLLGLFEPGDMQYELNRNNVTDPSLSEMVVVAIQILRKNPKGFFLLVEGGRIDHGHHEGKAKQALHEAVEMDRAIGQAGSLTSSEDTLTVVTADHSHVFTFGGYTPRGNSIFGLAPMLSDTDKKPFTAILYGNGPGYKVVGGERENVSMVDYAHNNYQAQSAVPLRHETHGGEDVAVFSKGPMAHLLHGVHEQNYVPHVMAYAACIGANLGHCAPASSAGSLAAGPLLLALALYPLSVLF
PMI act = activators of human PMI, primary screen, biochemical, fluorescence intensity, near-Km mannose 6-phosphate; purified human PMI, coupled resazurin fluorescence, 20 min; hits give high values; 1 = vehicle control, 0 substrate-free wells; Mannose-6-phosphate isomerase (Homo sapiens), P34949; activation factor at 20 µM; 190,000 compounds, 0.005% hits;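 active means activation factor of 2 or more at 20 µM, relative to plate controls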
Target sequence (P34949 whole entry, looked up): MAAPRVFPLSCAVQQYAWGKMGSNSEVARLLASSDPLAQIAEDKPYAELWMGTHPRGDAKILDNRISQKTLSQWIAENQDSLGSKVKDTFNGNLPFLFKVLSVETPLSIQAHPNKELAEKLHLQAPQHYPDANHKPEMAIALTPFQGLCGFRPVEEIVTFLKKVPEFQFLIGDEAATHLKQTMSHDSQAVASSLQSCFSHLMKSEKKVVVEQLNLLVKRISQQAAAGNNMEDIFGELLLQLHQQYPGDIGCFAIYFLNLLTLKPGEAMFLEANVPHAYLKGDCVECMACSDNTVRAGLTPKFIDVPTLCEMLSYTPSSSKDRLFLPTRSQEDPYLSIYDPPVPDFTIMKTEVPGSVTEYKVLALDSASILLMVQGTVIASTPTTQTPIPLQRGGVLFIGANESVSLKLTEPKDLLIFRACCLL
Diaphorase inh = diaphorase inhibitors and chemical oxidizers, primary screen, counter-screen for diaphorase-coupled primary assays, biochemical, uHTS, resorufin fluorescence; diaphorase resazurin-to-resorufin fluorescence, NADH, 16 min; bacterial (C. kluyveri) enzyme, not human; inhibition, % at 20 µM; 190,000 compounds, 0.69% hits; AID 1217, 2008;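 active means primary screen inhibition at 20 µM above a set limit, cut at about 50% in these data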;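 further: plate controls were DMSO with full reaction for no effect and wells lacking NADH for full effect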
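System: Bacterial diaphorase enzyme (C. kluyveri) | Incubation: 16-min room-temperature incubation before reading | Benchmarks: No-NADH positive control and DMSO neutral control | Measured by: Resorufin fluorescence 544/590 nm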
bIAP act = bovine intestinal alkaline phosphatase activators, primary screen, biochemical, bovine IAP, CDP-star luminescence. purified bovine IAP, 30 min; hits give high values; fold of DMSO-control signal, blank-subtracted. activation factor at 20 µM. 200,000 compounds, 0.17% hits;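 active means activation factor of 2 or more at 20 µM, a signal rise over negative controls twice the positive control's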
bIAP inhibitor = bovine intestinal alkaline phosphatase inhibitors, primary screen, selectivity assay for TNAP inhibitor project, biochemical, bovine IAP, CDP-star luminescence. purified bovine IAP, 30 min. inhibition, % at 20 µM. AID 1019, 2008. 190,000 tested, under 10 active. alkaline phosphatase, intestinal [Bos taurus];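 active means over 50% inhibition of intestinal alkaline phosphatase at 20 µM in the single-dose screen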
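Assay system – bovine IAP enzyme · Quantity – bovine IAP at 1/65,000,000 final dilution · Detection – CDP-star luminescence signal · Times – 30 min reaction at room temperature · Also added – CDP-star substrate at 30 µM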
PMI act hi M6P = human PMI activators, high substrate, primary screen, biochemical, fluorescence intensity, near-saturating mannose 6-phosphate; Mannose-6-phosphate isomerase (Homo sapiens), P34949; coupled PMI enzyme assay, resazurin fluorescence, 20 min; hits give high values; 1 = untreated enzyme, 0 = substrate-free blank; activation factor at 20 µM; 190,000 compounds, 0.34% hits;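 active means activation factor of 2 or more at 20 µM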
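Test system: human phosphomannose isomerase with PGI, G6PDH, diaphorase coupling enzymes; amount: 15 ng/mL PMI; incubation: enzyme reaction with compound 20 min at room temperature; technique: resorufin fluorescence (Ex 544/Em 590 nm) from resazurin via diaphorase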
Diaph act CS = compounds boosting diaphorase resazurin reduction – biochemical, uHTS, resorufin fluorescence, counter-screen for diaphorase-coupled primary assays, primary screen | activation factor at 20 µM | Diaphorase/resazurin coupled assay, 16 min; hits give high values; 1 = vehicle wells, 0 = NADH-free wells | 190,000 compounds, 0.005% hits;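 active means diaphorase activity raised at least twofold by the compound at 20 µM; inactive means activation factor below 2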
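Material: Purified diaphorase enzyme from Clostridium kluyveri | Buffer or medium: 50 mM HEPES pH 7.4 with 4.542 mM MgCl2, 0.005% Tween 20 | Times: 16 min enzyme reaction, ambient temperature | Signal: Red resorufin fluorescence at 544/590 nm excitation/emission | Measure: Increased resorufin signal from activators or reducing compounds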
TNAP inh no acc = human TNAP enzyme inhibitors, primary screen, biochemical, luminescent, no phosphate acceptor, uHTS | 200,000 compounds, 0.26% hits | inhibition, % at 20 µM | purified TNAP, CDP-star luminescence, 30 min;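 active means tissue-nonspecific alkaline phosphatase inhibition above about 50% at 20 µM in the single-dose screen, limit read from the data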;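 further: 0% = DMSO negative control and 100% = EDTA positive control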
TNAP act hi DEA = TNAP activators at high phosphate acceptor level, primary screen, biochemical, luminescence, uHTS. activation factor at 20 µM. 200,000 tested, under 10 active. AID 1136, 2008. purified TNAP, CDP-star luminescence, 1 M DEA, 30 min; hits give high values; 0 = EDTA background, 1 = DMSO-only activity;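 active means activation factor at least 2 at 20 µM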
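Assay system: human TNAP; Input: enzyme diluted 1/800 final; Reagent: CDP-star luminogenic substrate at 100 µM final; Timing: 30 min, room temperature; Signal: luminescence; Evaluation: TNAP activation factor scaled between EDTA and DMSO control wells.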
L major viab = Leishmania major promastigote growth inhibition, primary screen; Leishmania major promastigotes, resazurin fluorescence viability; inhibition, % at 10 µM; 200,000 compounds, 9% hits; AID 1063, 2008; in the data active means inhibition above about 50%;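 further: promastigotes grown with compound for 44 hours at 28 °C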
* hit, by the source's call. Rows were taken by chance. About 10% of those tested had a hit in this group.

Under each structure – TNAP inh hi DEA, PMI act, Diaphorase inh, bIAP act, bIAP inhibitor, PMI act hi M6P, Diaph act CS, TNAP inh no acc, TNAP act hi DEA, L major viab
- O=C(NCCCN1CCOCC1)c1ccc(Cl)cc1[N+](=O)[O-]
 : -6, 1, 3, 1.1, -14, 0.9, 1, -4, 1.1, -6
- COCCCNC(=O)CN(CCc1ccccc1)S(=O)(=O)c1ccc(OC)cc1
 : -5, 1, 6, 1.1, -6, 1, 0.9, -11, 1, 8
- O=C(O)CSc1nnc(COc2cccc3cccnc23)n1-c1ccc(Cl)cc1
 : -5, 1, 16, 0.9, 7, 0.9, 0.8, -6, 1.1, -2
- O=C(CCn1cccc1)NCc1ccc2c(c1)OCO2
 : -6, 1, 11, 1, 0, 1, 0.9, -15, 1.1, 4
- COc1ccc(-n2c(O)c(/C=N/n3cnnc3)c3ccccc3c2=O)cc1
 : -4, 1, 24, 1, -2, 0.8, 0.8, -16, 1, 5
- O=C(O)CC1C(=O)NCCN1CCCc1ccccc1 (configuration not stated)
 : -3, 0.9, 15, 0.9, 6, 0.9, 0.8, -8, 1, -7
- Cc1nc(SCC(=O)N2CCCc3ccccc32)c2oc3ccccc3c2n1
 : 0, 1.1, 5, 0.9, 5, 1.1, 1, 15, 1, 24
- Cn1c(=O)c2c(ncn2CC(=O)N/N=C/c2cn[nH]c2-c2ccc(F)cc2)n(C)c1=O
 : -6, 1, 16, 1.2, -20, 0.9, 0.8, -4, 1.1, -7
- CN1C(=O)CSc2ccc(NC(=O)N3CCc4ccccc43)cc21
 : -3, 1, -1, 1, 0, 1, 1, 3, 1, -6
- O=C(CN1CCN(c2ccccn2)CC1)N1CCc2ccccc21
 : 5, 0.9, 0, 0.9, 9, 1, 1, 2, 1, -7
- CN1CCN(C2CC(=O)N(c3ccc4c(c3)OCCO4)C2=O)CC1 (configuration not stated)
 : -1, 1.1, 13, 1, 0, 1.1, 0.9, -6, 1, 0
- O=S(=O)(/C=C/c1ccccc1)NC1CCCCCC1
 : -5, 1, 0, 0.9, 12, 1, 1, -4, 1, 0
- Cc1c(C(=O)N/N=C/c2ccccc2)sc(=S)n1C
 : -2, 1, 8, 1, -1, 0.9, 0.9, 4, 1, -5
- Cc1cc(C)nc(-n2nc(C)cc2NC(=O)CNCc2ccccc2)n1
 : -2, 0.8, 8, 1, 4, 0.9, 0.9, -8, 1, 6
- Cn1c(Cn2nnc3ccccc32)nnc1SCC(=O)Nc1ccc2c(c1)OCO2
 : -4, 0.8, 16, 0.8, 18, 0.9, 0.8, -13, 1, 6
- Cc1ccc(Cl)cc1NC(=O)c1ccccn1
 : 0, 1, 18, 0.9, 14, 1, 0.8, 5, 1, -2
- COc1ccc(CNC(=O)CCC(=O)N2CCN(S(=O)(=O)c3ccc(Cl)cc3)CC2)cc1
 : -1, 1, -3, 1.1, -8, 1, 1, -2, 1, -1
- Cc1cc(=O)oc2cc(OCC3CC(c4ccccc4)=NO3)ccc12 (configuration not stated)
 : 1, 0.9, 13, 0.8, 17, 0.9, 0.9, -12, 1, -1
- Cn1cc(Br)c(C(=O)NC2C3CC4CC(C3)CC2C4)n1 (configuration not stated)
 : -4, 1, -5, 1.1, -8, 1, 1, -10, 1, 30
- CCOc1ccc(NC(=O)c2sc(NC(C)=O)c(C(=O)OC)c2C)cc1
 : -7, 1.1, 2, 1, 3, 1.1, 1, -6, 1.1, -4
- COc1ccc(COc2ccccc2C(=O)Nc2ccccn2)cc1[N+](=O)[O-]
 : -5, 1.1, -7, 1.1, -14, 1.1, 1.1, -8, 1.1, 62*
- C/C(=N\N=C(/N)SC1CC(=O)N(c2ccc(Cl)c(Cl)c2)C1=O)c1cccs1 (configuration not stated)
 : -2, 0.7, 30, 0.9, 7, 0.8, 0.7, -8, 1, 3
- CC(C(=O)N1CCCCCC1)c1ccc([N+](=O)[O-])cc1 (configuration not stated)
 : -8, 0.9, 22, 1, 0, 1, 0.8, -14, 1.1, -1
- O=C(NC1CCCCC1)Sc1ccc(Cl)cc1
 : 0, 0.7, 0, 0.8, 15, 1.3, 1, 10, 1, 64*
- O=C(CCCN1C(=O)c2cccnc2C1=O)Nc1ccc(Br)cc1
 : 0, 1, 7, 1, 2, 1, 0.9, -10, 1, -12
- COc1cc(NC(=S)N2CCN(c3ccccn3)CC2)cc(OC)c1
 : -1, 0.9, 10, 1, 4, 0.9, 0.9, -14, 1, -4
- Cc1ccc(CS(=O)(=O)CCC(=O)NCCCN2CCCC2=O)cc1
 : -4, 0.9, 6, 1, 3, 0.9, 0.9, -7, 1, -7
- Cc1ccc(-c2cc(C(=O)N3CCc4ccccc4C3)no2)cc1
 : -6, 0.9, 10, 1, 2, 1, 0.9, -12, 1.1, -3
- CCOC(=O)c1ccc(-n2c(CN3CCOCC3)nc3ccc([N+](=O)[O-])cc3c2=O)cc1
 : 3, 1.1, 5, 1.2, -17, 1.1, 1, 10, 1, 0
- C/C(=N/Nc1ccc(F)cc1)c1ccc(Cl)s1
 : 6, 1.4, 22, 0.6, 41, 2.3*, 0.8, -4, 0.9, -7
- Cc1ccc(Sc2c(C(=O)Nc3ccc(F)cc3F)c(C(F)(F)F)nn2C)cc1
 : -1, 1, 8, 1.1, -7, 1, 0.9, -5, 1, -9
- Cc1cc(NC(=O)CS(=O)(=O)c2cn(Cc3cccc(F)c3)c3ccccc23)no1
 : -1, 1, 24, 0.7, 35, 1, 0.8, -3, 1, 39
- C/C(=N/n1cnnc1)c1cccnc1
 : -6, 0.8, 10, 1, -3, 0.8, 0.9, -10, 1.1, -2
- COc1cc(NC(=O)CN2C(=O)NC(C)(CCC(C)C)C2=O)cc(OC)c1 (configuration not stated)
 : -4, 1, 10, 1.1, -10, 1, 0.9, 5, 1, -10
- CC(Oc1ccc(Cl)cc1Cl)C(=O)NC1=NN(c2ccccc2)C(=O)C1 (configuration not stated)
 : -3, 1.1, 8, 1, -3, 1.1, 0.9, -14, 1, 0
- CCCCc1ccc(NC(=O)C2CCCO2)cc1 (configuration not stated)
 : -5, 0.9, 7, 1, 4, 0.9, 0.9, -4, 1, -3
- O=C(CC1C(=O)NCCN1Cc1cccc(Oc2ccccc2)c1)NCCn1cccn1 (configuration not stated)
 : 0, 1, 28, 1.2, -20, 0.7, 0.7, -4, 1, -5
- CCc1ccccc1N(CC(=O)Nc1cccc(N(C)S(C)(=O)=O)c1)S(C)(=O)=O
 : -1, 0.9, 0, 1.1, -12, 1, 1, -9, 1, 0
- C[C@@H](C(=O)Nc1ccc2ccccc2c1)[C@H]1C[C@]1(C)[C@H](NC(=O)c1cnccn1)c1ccccc1
 : 4, 0.9, 16, 1.2, -19, 0.9, 0.8, 10, 1, 26
- COC(=O)N/N=C1\CCCc2c(C)cc(C)cc21
 : -1, 1.1, 1, 1, 4, 1.1, 1, -17, 1, 7
- COc1cccc(-c2nnn(CC(=O)Nc3cc(OC)c(NC(=O)c4ccco4)cc3OC)n2)c1
 : 0, 0.8, 7, 1.1, -8, 0.9, 0.9, -22, 1, 0
- Cc1ccccc1CS(=O)(=O)c1cnc2ccccc2n1
 : 0, 1, 7, 0.8, 16, 1, 0.9, -5, 1, 24
- CC(=O)N1[C@H](Cc2ccccc2)C=C[C@]1(C)C(=O)NCc1ccccn1
 : 4, 1.1, 4, 1, -4, 1.1, 1, 1, 1, -2
- CCN(CC)CCNC(=O)CCCCn1c(=S)[nH]c2c([nH]c3ccc(OC)cc32)c1=O
 : -2, 0.9, 37, 1.1, -6, 0.8, 0.6, -1, 1, 4
- O=C(C1CCN(C2CCN(CC3CC=CCC3)CC2)CC1)N1CCOCC1 (configuration not stated)
 : -6, 0.9, 20, 1, -4, 0.9, 0.8, -10, 1.1, 76*
- C=CCOc1ccc(Cl)cc1CNCCCN1CCOCC1
 : 1, 1.1, -1, 1.1, -15, 1.1, 1, -6, 1, 69*
- COC(=O)c1cccc(NC(=O)CSc2nnc(COc3ccccc3)n2C)c1
 : -11, 1.1, -18, 1.1, -11, 1.1, 1.2, -4, 1.1, 1
- CC(C)OC(=O)c1cccc(C(=O)Oc2ccc(Br)cc2)n1
 : -7, 0.9, 18, 0.9, 9, 0.9, 0.8, -23, 1.1, 1
- O=C(CCc1ccccc1O)N/N=C/c1ccc(Sc2cccc3cccnc23)o1
 : -3, 0.9, 16, 0.9, 8, 1, 0.8, -11, 1, 47
- Cc1ccc(OCC(=O)Nn2cnc3ccccc32)cc1
 : -2, 0.8, 13, 1.1, -6, 0.5, 0.9, -9, 1, -5

Quoted from the listing for reference:
Under each structure – TNAP inh hi DEA, PMI act, Diaphorase inh, bIAP act, bIAP inhibitor, PMI act hi M6P, Diaph act CS, TNAP inh no acc, TNAP act hi DEA, L major viab
- Cc1ccc(Sc2c(C(=O)Nc3ccc(F)cc3F)c(C(F)(F)F)nn2C)cc1
 : -1, 1, 8, 1.1, -7, 1, 0.9, -5, 1, -9
- Cc1cc(NC(=O)CS(=O)(=O)c2cn(Cc3cccc(F)c3)c3ccccc23)no1
 : -1, 1, 24, 0.7, 35, 1, 0.8, -3, 1, 39
- C/C(=N/n1cnnc1)c1cccnc1
 : -6, 0.8, 10, 1, -3, 0.8, 0.9, -10, 1.1, -2
- COc1cc(NC(=O)CN2C(=O)NC(C)(CCC(C)C)C2=O)cc(OC)c1 (configuration not stated)
 : -4, 1, 10, 1.1, -10, 1, 0.9, 5, 1, -10
- CC(Oc1ccc(Cl)cc1Cl)C(=O)NC1=NN(c2ccccc2)C(=O)C1 (configuration not stated)
 : -3, 1.1, 8, 1, -3, 1.1, 0.9, -14, 1, 0
- CCCCc1ccc(NC(=O)C2CCCO2)cc1 (configuration not stated)
 : -5, 0.9, 7, 1, 4, 0.9, 0.9, -4, 1, -3
- O=C(CC1C(=O)NCCN1Cc1cccc(Oc2ccccc2)c1)NCCn1cccn1 (configuration not stated)
 : 0, 1, 28, 1.2, -20, 0.7, 0.7, -4, 1, -5
- CCc1ccccc1N(CC(=O)Nc1cccc(N(C)S(C)(=O)=O)c1)S(C)(=O)=O
 : -1, 0.9, 0, 1.1, -12, 1, 1, -9, 1, 0
- C[C@@H](C(=O)Nc1ccc2ccccc2c1)[C@H]1C[C@]1(C)[C@H](NC(=O)c1cnccn1)c1ccccc1
 : 4, 0.9, 16, 1.2, -19, 0.9, 0.8, 10, 1, 26
